High-throughput results deposited in PubChem by National Center for Advancing Translational Sciences (NCATS).
D3 antag – qHTS of D3 Dopamine Receptor Antagonist: qHTS | D(3) dopamine receptor (Homo sapiens), P35462 | D3R cells, DiscoveRx beta-arrestin luminescence, antagonist mode; hits give low values | max response, negative = inhibition, % | 360,000 compounds, 2.5% hits; in the data active means max response below about -50%; inconclusive means no clear call, values can overlap the other calls; further: on the % scale 0 is the no-effect control and ±100 the full control effect; mostly tested at two doses, the higher about 12 µM
Target sequence (P35462 whole entry, looked up): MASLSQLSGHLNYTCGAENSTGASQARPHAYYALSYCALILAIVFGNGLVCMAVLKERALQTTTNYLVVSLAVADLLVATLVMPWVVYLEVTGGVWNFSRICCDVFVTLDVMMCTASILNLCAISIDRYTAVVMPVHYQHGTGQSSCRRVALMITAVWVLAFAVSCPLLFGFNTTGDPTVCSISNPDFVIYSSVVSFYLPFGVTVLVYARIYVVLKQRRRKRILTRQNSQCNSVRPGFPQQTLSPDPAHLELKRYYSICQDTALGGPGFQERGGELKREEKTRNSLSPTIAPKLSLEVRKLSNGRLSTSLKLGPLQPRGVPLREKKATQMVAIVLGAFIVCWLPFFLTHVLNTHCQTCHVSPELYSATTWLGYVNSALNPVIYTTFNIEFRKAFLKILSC
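Cells expressing the human receptor were seeded at 1500 cells/well, incubated overnight at 37 degrees C in 5% CO2, then exposed to library compounds with dopamine controls for 90 minutes at 37 degrees C before luminescent detection.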
pAkt inh – HTS Assay for Inhibitors of Akt Phophorylation: Primary Screen | Neuro2A IGF-stimulated pAkt S473 HTRF, 20 min; hits give low values | activity change, % for hits at 50 µM | 360,000 compounds, 0.32% hits | AID 651550, 2012; in the data active means activity change below about -80%; inconclusive means mostly about -51% to -80%; further: on the % scale 0 is the no-effect control and ±100 the full control effect
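Neuro2A cells in DMEM with 0.5% FBS, overnight at 37 deg C, given compound at single 50 µM final, then IGF (6 nM final) for 20 min at 37 deg C. Lysed; phospho-Akt Ser473 by HTRF after 24 h, 665/615 ratio.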
PTHR1 ag – qHTS for PTHR1 Agonists: Primary Screen; 410,000 compounds, 0.075% hits; Parathyroid hormone/parathyroid hormone-related peptide receptor (Homo sapiens), Q03431; Potency, µM (doses to about 115 µM), for the others: at the top dose activation, actives largely listed as activators; AID 743266, 2014; HEK293 GP2 PTHR1 cells, GloSensor cAMP luminescence, 1 h; further: potency means the concentration at half of the fitted maximal effect; nearly all actives have a fitted effect of over 55% in size; some results filed as inactive show a strong effect at the top dose; inactives centre near -15; many of its hits are not listed in these tables
Target sequence (Q03431 whole entry, looked up): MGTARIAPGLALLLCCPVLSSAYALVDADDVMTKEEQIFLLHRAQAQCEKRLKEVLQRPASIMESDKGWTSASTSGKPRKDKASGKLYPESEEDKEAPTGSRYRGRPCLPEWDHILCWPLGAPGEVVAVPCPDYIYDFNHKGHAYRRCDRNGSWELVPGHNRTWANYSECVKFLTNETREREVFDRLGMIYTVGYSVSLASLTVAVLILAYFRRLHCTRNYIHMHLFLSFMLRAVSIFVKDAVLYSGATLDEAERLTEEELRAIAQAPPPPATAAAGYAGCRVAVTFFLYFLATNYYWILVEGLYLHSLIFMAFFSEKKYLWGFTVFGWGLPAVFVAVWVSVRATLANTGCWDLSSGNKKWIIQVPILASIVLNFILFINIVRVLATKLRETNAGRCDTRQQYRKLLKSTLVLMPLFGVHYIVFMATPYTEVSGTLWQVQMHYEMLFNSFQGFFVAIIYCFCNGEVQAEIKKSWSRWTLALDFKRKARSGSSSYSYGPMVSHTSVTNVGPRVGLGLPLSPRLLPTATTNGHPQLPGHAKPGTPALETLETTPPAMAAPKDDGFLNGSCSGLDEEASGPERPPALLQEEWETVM
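HEK-293-derived GP2 cells expressing PTHR1 and a GloSensor cAMP reporter, 3,000/well, plated overnight, given luciferin plus IBMX (each 0.5 mM as added) for 1 h at 37 °C, then compound for 1 h at 37 °C. Luminescence was read after 15 min at room temperature.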
aSyn yeast inh – qHTS of alpha-syn Inhibitors. Potency, µM (titrated, usually from 46.1 µM), for inactives: top-dose growth rescue (activation), actives largely listed as activators. Yeast expressing alpha-synuclein, growth rescue, BacTiter-Glo, 24 h. AID 652106, 2013. 370,000 compounds, 0.14% hits; further: potency means the concentration at half of the fitted maximal effect; % of control where 0% means no effect; nearly all actives have a fitted effect of over 65% in size
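Rescue of yeast growth: cells expressing toxic alpha-synuclein, induced in galactose at OD600 0.02, incubated with compound 24 h at 30 C. ATP luminescence quantified growth; inhibitors of toxicity appear as activators.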
FUS yeast rescue – qHTS for Suppressors of FUS Proteinopathy: Primary screen using FUS-linked yeast assay | S. cerevisiae FUS-expressing, growth rescue, OD600, 24 h | Potency, µM (highest dose often 76.6 µM), without a hit: at the top dose growth rescue (activation), actives largely listed as activators | 390,000 compounds, 0.24% hits;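 further: potency means the concentration at half of the fitted maximal effect; plate controls were DMSO vehicle for no effect and reference control for full effect; nearly all actives have a fitted effect of over 55% in size; some results filed as inactive show a strong effect at the top dose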
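Yeast expressing FUS under galactose induction, OD 0.005 in 2% galactose medium; compounds in a dilution series, 24 h at 30C. Growth rescue by absorbance at 600 nm; CP55940 positive control, DMSO negative.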
TDP43 rescue – qHTS of TDP-43 Inhibitors. TDP-43 expressing yeast growth rescue, BacTiter-Glo, 24 h. Potency, µM (series often up to 46.1 µM), without a hit: top-dose growth rescue (activation), usual class: activators. 410,000 compounds, 1.8% hits. AID 652104, 2013; further: potency means the concentration at half of the fitted maximal effect; % of control where 0% means no effect; nearly all actives have a fitted effect of over 50% in size
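In this qHTS, compounds that restore growth of yeast expressing TDP-43 appear as activators. Cells (OD600=0.02, galactose medium, raffinose-pregrown) are incubated with compound 24 hr at 30 deg C and growth is quantified by BacTiter-Glo.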
Abeta rescue – qHTS for compounds that reverse cellular toxicity of Amyloid beta (A-beta) peptide in yeast: Primary Screen; 410,000 compounds, 0.063% hits; yeast expressing A-beta42, growth rescue, OD600, 48 h; response scale: 0% DMSO, 100% iron-clioquinol control; Potency, µM (top dose mostly 46.1 µM), for inactives: at the top dose growth rescue, most hits filed as activators; AID 1347071, 2019; further: potency means the concentration at half of the fitted maximal effect; nearly all actives have a fitted effect of over 55% in size
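Yeast A-beta toxicity model in growth medium with pinned compounds, 48 h at 30 C; growth read as absorbance at 600 nm. Normalized to FeCl3/clioquinol equimolar mix (positive) and DMSO (negative).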
GLP1R ag – qHTS of GLP-1 Receptor Agonists; 380,000 compounds, 0.007% hits; HEK293 GLP-1R CRE-luciferase, luminescence, 4-6 h; cells express a hypersensitive GLP-1R form; Glucagon-like peptide 1 receptor (Homo sapiens), P43220; Potency, µM (top dose mostly 45.6 µM), for the others: at the top dose activation, hits mostly activators; further: potency means the concentration at half of the fitted maximal effect; % of control where 0% means no effect
GLP-1R inv ag – qHTS of GLP-1 Receptor Inverse Agonists (Inhibition Mode) | HEK293 GLP-1R CRE-luciferase, luminescence, 24 h; GLP-1R form is constitutively active | Potency, µM (highest dose often 38.3 µM), for the others: at the top dose activity change, negative = inhibition, actives largely listed as inhibitors | 410,000 compounds, 1.6% hits; further: potency means the concentration at half of the fitted maximal effect; on the % scale 0 is the no-effect control and ±100 the full control effect; nearly all actives have a fitted effect of over 55% in size
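qHTS in 1536-well format: reporter HEK293 cells expressing constitutive GLP-1R activity in DMEM + 10% Nu serum, 24 hr with compounds at 37 deg C, luminescence read after 12 min with detection reagent.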
* = called active by the depositor; i = inactive; ? = inconclusive; . = not tested or not shown; [ ] = dose if it differs, or a comment. Unless noted, the call rests on the fitted dose curve; in most records, active means well fitted curve in the direction sought with a large enough effect; inconclusive means small, poorly fitted or top-dose-only effect, or another doubt; inactive means no such curve, though single readings can be large; an effect the other way counts as inactive or inconclusive. Only part of the results is shown; count on the stated rates, not on these rows.

Abbreviations: A = D3 antag; B = pAkt inh; C = PTHR1 ag; D = aSyn yeast inh; E = FUS yeast rescue; F = TDP43 rescue; G = Abeta rescue; H = GLP1R ag; I = GLP-1R inv ag
Cc1cc(Br)ccc1NC(=O)CN(C)C(=O)C1CSC2(C)CCC(=O)N12 (stereo not given)
  A = 23	B = i	C = i	D = 2%	E = .	F = 15%	G = 3%	H = -4%	I = -17%

CCOC(=O)c1nn(-c2cccc(C)c2)c2nnc(Cc3ccc(C)cc3)c(=O)n12
  A = 2	B = i	C = -21%	D = 5%	E = .	F = -23%	G = -28%	H = -18%	I = 8%

CCOC(=O)c1sc(=S)n(-c2ccc(OC)cc2)c1N
  A = -4	B = i	C = -7%	D = -11%	E = 11%	F = 11%	G = -12%	H = 11%	I = ?

CCOC(=O)c1sc(NC(=O)CCCn2nc([N+](=O)[O-])c(Cl)c2C)c(C(=O)OCC)c1C
  A = 1	B = i	C = -23%	D = 1%	E = 5%	F = 3%	G = 4%	H = 1%	I = 1%

Cn1cnnc1SC1CCCCC1NS(=O)(=O)c1ccc(Cl)cc1 (stereo not given)
  A = 7	B = i	C = -69%[inhibitor][57.5 µM]	D = 0%	E = -4%	F = -2%	G = 13%	H = 2%	I = 4%

CCOc1c([N+](=O)[O-])cc2c(C)c(C(=O)N3CCN(C)CC3)oc2c1OCC
  A = -10	B = i	C = -6%	D = 3%	E = 22%	F = -15%	G = 6%	H = 20%	I = 26%

CC(C)C(=O)NC(c1ccc([N+](=O)[O-])cc1)c1c(O)ccc2ccccc12 (stereo not given)
  A = 13	B = i	C = -28%	D = 21%	E = 18%	F = 2%	G = -6%	H = -14%	I = ?

CCCN1C(=O)/C(=C/c2ccncc2)SC1=S
  A = -8	B = i	C = -8%	D = -8%	E = -5%	F = -4%	G = 0%	H = -7%	I = 28%

CC(C(=O)NCc1ccccc1Cl)N1C(=O)c2ccccc2C1=O (stereo not given)
  A = -9	B = i	C = -2%	D = 0%	E = 3%	F = 0%	G = -6%	H = 5%	I = 13%

CC(=O)c1ccc(NC(=O)CSc2nnc(-c3ccncc3)n2-c2ccccc2)cc1
  A = .	B = .	C = -25%	D = .	E = 19%	F = 20%	G = 2%	H = 1%	I = -4%

CCCCn1c(SCC(=O)NCc2ccc(OC)c(C(=O)O)c2)nc2cc(S(N)(=O)=O)ccc21
  A = 1	B = i	C = i	D = -1%	E = 8%	F = 18%	G = 5%	H = 7%	I = -8%

O=C(CNC(=O)c1ccc2c(c1)OCCO2)N/N=C/c1cccc(Br)c1
  A = -16	B = i	C = -6%	D = -3%	E = -6%	F = -11%	G = -1%	H = 5%	I = -22%

Cc1ccc(NC(=O)COC(=O)c2cc(Cl)ccc2[N+](=O)[O-])c(C)c1
  A = -6	B = i	C = i	D = 1%	E = .	F = 7%	G = 14%	H = -4%	I = 1%

O=C(COc1ccccc1)NC1CCS(=O)(=O)C1 (stereo not given)
  A = -5	B = i	C = i	D = -8%	E = -10%	F = -3%	G = 0%	H = -6%	I = 21%

CCN1C(=O)/C(=C/C=C2/CCCN2C)OC1=S
  A = 0	B = i	C = -28%	D = 2%	E = .	F = 24%	G = 5%	H = 11%	I = 0%

Cc1cc(-c2nnc(CCC(=O)NCc3ccc(OC(F)(F)F)cc3)o2)no1
  A = -2	B = i	C = i	D = 5%	E = 2%	F = -1%	G = 4%	H = -1%	I = -1%

Cc1ccc(-c2cc(C(=O)N3CCCC3)no2)cc1
  A = 19	B = i	C = -49%[inhibitor]	D = -16%	E = -11%	F = 2%	G = 4%	H = -13%	I = 4µM*

CC(=O)Nc1ccc2nc(SCc3ccccc3)sc2c1
  A = .	B = .	C = i	D = .	E = 13%	F = 18µM*	G = -39%[inhibitor]	H = .	I = 10%

O=C(CSc1nnnn1C1CCCCC1)Nc1ccc2c(c1)OCO2
  A = 2	B = i	C = 1%[57.5 µM]	D = -6%	E = 14%	F = -12%	G = 12%	H = 0%	I = ?

CCOc1nc(NCCc2ccc(OC)c(OC)c2)nc(N2CCN(c3ccc(OC)cc3)CC2)n1
  A = 0	B = .	C = i	D = .	E = -17%	F = -5%	G = 9%	H = -11%	I = 18%

CCOC(=O)C1C2C=CC3(CN(c4ccccc4CC)C(=O)C13)O2 (stereo not given)
  A = 16	B = i	C = i	D = 0%	E = 16%	F = -17%	G = -11%	H = -6%	I = 1%

CC1Cc2ccccc2N1S(=O)(=O)c1cccc(C(=O)NCCCO)c1 (stereo not given)
  A = 10	B = i	C = i	D = 10%	E = -4%	F = 22%	G = 9%	H = -4%	I = 1%

CCC1CCCCN1CCNS(=O)(=O)c1ccc2c(c1)oc(=O)n2C (stereo not given)
  A = 0	B = i	C = -16%	D = -2%	E = -7%	F = 18%	G = -1%	H = 2%	I = 9%

O=C(CN1C(=O)S/C(=C\c2ccc(O)c([N+](=O)[O-])c2)C1=O)Nc1ccc(N2CCOCC2)cc1
  A = 1	B = i	C = -35%[inhibitor]	D = -2%	E = 35%	F = 18%	G = 7%	H = -4%	I = 26%

Cc1ccc(SCc2[nH]nc3c2C2(C(=O)Nc4ccc(F)cc42)C(C#N)=C(N)O3)cc1 (stereo not given)
  A = 3	B = i	C = i	D = 8%	E = -6%	F = -11%	G = 13%	H = 0%	I = -3%

[O-][n+]1c2ccccc2[n+]([O-])c2cc(O)ccc21
  A = ?	B = i	C = -15%	D = -27%	E = 25%	F = -30%	G = -27%	H = 1%	I = -3%

COCCCNC(=O)C1CC(=O)N(CCc2ccc(OC)c(OC)c2)C1 (stereo not given)
  A = -12	B = i	C = i	D = 0%	E = 26%	F = -8%	G = 0%	H = -3%	I = 18%

Fc1cccc(C2NN=C(c3ccccc3)S2)c1 (stereo not given)
  A = 2	B = i	C = ?	D = -9%	E = 12%	F = -17%[0.397 µM]	G = -3%	H = 9%	I = 3%

FC(F)(F)c1cccc(N2CCN(C(=S)NCC3CCCO3)CC2)c1 (stereo not given)
  A = -6	B = i	C = -33%[inhibitor]	D = 3%	E = 27%	F = 21%[9.22 µM]	G = 11%	H = 10%	I = ?

O=C(Nc1cc(Cl)ccc1Cl)c1cc(S(=O)(=O)NCCc2ccccc2)ccc1F
  A = .	B = .	C = -17%	D = .	E = 22%	F = -19%	G = -6%	H = .	I = 17%

COc1ccc(NC(=O)N(C)C[C@H]2Oc3cc(Br)ccc3S(=O)(=O)N([C@H](C)CO)C[C@@H]2C)cc1
  A = -4	B = i	C = -20%	D = 2%	E = 8%	F = 6%	G = 2%	H = -1%	I = -14%

CCN(C(=O)COC(=O)c1ccc(OC)c(S(=O)(=O)N(C)Cc2ccccc2)c1)C1CCS(=O)(=O)C1 (stereo not given)
  A = 4	B = i	C = -39%[inhibitor]	D = 4%	E = 11%	F = -23%	G = 0%	H = 4%	I = 29%

Cc1ccc(NS(=O)(=O)c2cccc(C(=O)Nc3cc(C)on3)c2)cc1
  A = -8	B = i	C = -77%[inhibitor]	D = -1%	E = .	F = -3%	G = -6%	H = -9%	I = ?

CCN(CC)C(=O)CSc1nc2ccccc2c(=O)n1CCC(=O)NCc1ccc(F)cc1
  A = 12	B = .	C = -1%	D = .	E = -1%	F = 0%	G = 19%	H = -6%	I = 7%

COc1ccc(CCNc2nc3ccccc3n3nnnc23)cc1OC
  A = -9	B = i	C = -24%	D = 0%	E = -22%	F = ?	G = 1%	H = -4%	I = 11%

COc1ccc(CNC(=O)C(C)c2ccc([N+](=O)[O-])cc2)cc1 (stereo not given)
  A = -14	B = i	C = i	D = 0%	E = 15%	F = 8%	G = -15%	H = 18%	I = -19%

CCCCN(Cc1ccco1)S(=O)(=O)c1csc(C(N)=O)c1
  A = -5	B = i	C = -11%	D = -4%	E = 39%	F = -4%	G = 2%	H = -2%	I = ?

CCOc1cc(/C=N/NC(=O)CNc2ccc(C)cc2)ccc1OC(=O)c1ccccc1
  A = -3	B = i	C = i	D = 10%	E = ?	F = -4%	G = -6%	H = -2%	I = -20%

COc1ccc(-c2c(-c3cc(OC)cc(OC)c3)n(C)c3ccc(-c4cccc5[nH]ccc45)cc23)cc1
  A = -5	B = i	C = -13%	D = -1%	E = ?	F = 7%	G = -2%	H = -3%	I = ?

COc1ccccc1NC(=O)CCSc1ccc(C)cc1
  A = 0	B = i	C = -2%	D = 2%	E = .	F = ?	G = -12%	H = 1%	I = 0%

Filtered by structure, the compounds so far with a furan ring, fused or not (2)
Abbreviations: A = D3 antag; B = pAkt inh; C = PTHR1 ag; D = aSyn yeast inh; E = FUS yeast rescue; F = TDP43 rescue; G = Abeta rescue; H = GLP1R ag; I = GLP-1R inv ag
CCOc1c([N+](=O)[O-])cc2c(C)c(C(=O)N3CCN(C)CC3)oc2c1OCC
  A = -10	B = i	C = -6%	D = 3%	E = 22%	F = -15%	G = 6%	H = 20%	I = 26%

CCCCN(Cc1ccco1)S(=O)(=O)c1csc(C(N)=O)c1
  A = -5	B = i	C = -11%	D = -4%	E = 39%	F = -4%	G = 2%	H = -2%	I = ?
